Screening data: PubChem, National Center for Advancing Translational Sciences (NCATS)
CHX counter: counter-screen for Shiga toxin inhibitors: cycloheximide protein synthesis inhibition; hit rate 12% among 300,000; AID 2314; max response, %; cell reporter, cycloheximide protein synthesis inhibition counterscreen; in the data active = max response mostly above about 13%, no sharp cut-off; inactive = mostly below about 14%; note: read at 38.3 µM for the half of the compounds with a filed dose; 0% is about no effect
Giardia FBPA inh: inhibitors of Giardia lamblia fructose-1,6-bisphosphate aldolase. purified Giardia FBPA. hit rate 0.71% among 290,000. Potency, µM (top dose mostly 59.6 µM), for inactives: top-dose activity, negative = inhibition, hits mostly inhibitors. A8B2U2; note: potency is the fitted concentration of half-maximal effect; % is set by controls: 0 for no effect and ±100 for the full control effect; nearly all actives have a fitted effect of over 55% in size
Target sequence (A8B2U2 whole entry, looked up): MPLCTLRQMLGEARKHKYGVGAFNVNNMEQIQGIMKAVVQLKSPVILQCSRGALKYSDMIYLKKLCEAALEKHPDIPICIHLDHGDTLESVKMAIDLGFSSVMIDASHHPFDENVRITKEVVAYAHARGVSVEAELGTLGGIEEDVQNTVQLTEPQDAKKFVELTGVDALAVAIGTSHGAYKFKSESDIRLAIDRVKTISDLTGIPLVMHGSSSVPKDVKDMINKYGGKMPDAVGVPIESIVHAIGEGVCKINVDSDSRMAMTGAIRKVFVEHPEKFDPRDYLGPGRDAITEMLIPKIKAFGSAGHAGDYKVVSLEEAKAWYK
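40 nM FBPA preincubated 10 min at RT with compound (up to 57.5 uM final), then substrate plus GAPDH/TPI/NAD/arsenate coupling and diaphorase/resazurin added. Fluorescence read after 20 min at RT, 525/598 nm.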
HCMV antiviral: inhibitors of human cytomegalovirus. HFF cells, HCMV-luciferase reporter, 72 h; active compounds read low. activity change, negative = inhibition, % at 57.5 µM. hit rate 4.5% among 410,000; in the data active = activity change below about -60%; inconclusive = no clear call, values can overlap the other calls; inactive = above about -39%; note: % is set by controls: 0 for no effect and ±100 for the full control effect
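Two compound doses tested in HFFs infected with HCMV-luciferase, MOI 1 PFU/cell, 72 h at 37C. Lysate luminescence read with OneGlo; data normalized against buffer-only and 10uM Salinomycin inhibitor controls.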
Shiga toxin inh: blocks Shiga toxin action in Vero cells; inhibition, % at 38.7 µM; hit rate 9.2% among 290,000; Vero cells, Shiga toxin protein synthesis inhibition reporter; in the data active = inhibition mostly above about 28%, no sharp cut-off; inactive = mostly below about 43%; note: 0% is about no effect
AmpC no deterg: AmpC beta-lactamase inhibition without detergent | P00811 | AmpC nitrocefin hydrolysis, absorbance 480 nm, 0.0001% Triton | Potency, µM (doses to about 57.1 µM), without a hit: at the highest dose activity change, negative = inhibition, actives largely listed as inhibitors | hit rate 0.52% among 330,000;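 note: potency is the fitted concentration of half-maximal effect; plate controls were no compound for no effect and no enzyme for full effect; nearly all actives have a fitted effect of over 20% in size; some results filed as inactive show a strong effect at the top dose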
Target sequence (P00811 whole entry, looked up): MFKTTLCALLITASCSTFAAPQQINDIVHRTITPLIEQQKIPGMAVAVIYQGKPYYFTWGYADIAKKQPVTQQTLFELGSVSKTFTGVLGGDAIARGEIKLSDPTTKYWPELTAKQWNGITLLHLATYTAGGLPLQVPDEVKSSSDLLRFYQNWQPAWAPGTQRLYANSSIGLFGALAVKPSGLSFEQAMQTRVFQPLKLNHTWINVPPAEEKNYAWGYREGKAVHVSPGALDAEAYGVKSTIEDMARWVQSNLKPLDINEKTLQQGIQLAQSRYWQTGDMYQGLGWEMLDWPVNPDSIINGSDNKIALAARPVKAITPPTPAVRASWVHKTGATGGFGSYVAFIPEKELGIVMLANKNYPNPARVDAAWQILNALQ
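AmpC (5.3 nM in the dispensed reagent) in 20 mM phosphate pH 7.0 with 0.01% (detergent screen) or 0.0001% Triton X-100 was preincubated with compounds for 15 min at room temperature. Nitrocefin was then added from an 800 uM solution, and hydrolysis was followed at 480 nm.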
AMA1-RON2 inh: disrupts binding of P. falciparum AMA1 to RON2; Potency, µM (titrated, usually from 58.2 µM), for the others: at the highest dose activity change, negative = inhibition, hits mostly inhibitors; AlphaScreen AMA1-biotinylated RON2 peptide binding; hit rate 0.2% among 360,000;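 note: potency is the fitted concentration of half-maximal effect; 0% = vehicle wells and -100% = peptide control; nearly all actives have a fitted effect of over 45% in size; some results filed as inactive show a strong effect at the top dose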
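AMA1 (3D7) with his tag at 25 nM final met compounds first, then biotinylated RON2 peptide at 25 nM; detection used donor plus acceptor beads, 10 µg/mL apiece, read by AlphaScreen after 30 min at room temperature.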
AmpC inh detg: AmpC beta-lactamase inhibition with detergent present; hit rate 0.041% among 370,000; AmpC hydrolysis of nitrocefin, absorbance 480 nm, 0.01% Triton; AID 485294; Potency, µM (top dose mostly 114 µM), without a hit: top-dose activity change, negative = inhibition, usual class: inhibitors;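 note: potency is the fitted concentration of half-maximal effect; 0% = no-compound wells and -100% = no-enzyme wells; nearly all actives have a fitted effect of over 25% in size; some results filed as inactive show a strong effect at the top dose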
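20 mM phosphate pH 7.0 + 0.01% (detergent screen) or 0.0001% Triton X-100; 5.3 nM AmpC reagent; cpd preinc 15 min RT; nitrocefin (800 uM stock) to start; A480 q20 s × 4 min; Activity was normalised to no-enzyme and no-compound control wells.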
* hit, by the source's call; ? = inconclusive; . = no result given; [ ] = another dose, or the depositor's remark. Unless noted, calls come from the whole dose curve; as a rule, active = well fitted curve in the direction sought with a large enough effect; inconclusive = small, poorly fitted or top-dose-only effect, or another doubt; inactive = no such curve, though single readings can be large; an effect the other way counts as inactive or inconclusive.

Values in the order – AmpC inh detg, HCMV antiviral, Giardia FBPA inh, AmpC no deterg, Shiga toxin inh, AMA1-RON2 inh, CHX counter
> CCn1ncc(Br)c1C(=O)Nc1cc(C)ccc1F
  1.5%, -6.8, -0.2%, -3.9%, -11.6, 6.3%, 0.9
> CC(C)CCNC(=O)[C@H](CSCc1ccccc1)N1Cc2ccccc2C1=O
  -3.7%, -10.6, 0.0%, 57.2%, -16.0, 2.7%, -2.6
> Cc1nc2ccc(S(=O)(=O)NCC(=O)NCc3ccc4c(c3)OCO4)cc2s1
  5.0%, 10.5, 2.9%, -9.4%, 7.8, -4.0%, -2.3
> O=C(c1cc2cc(Br)ccc2[nH]1)N1CCC2(CC1)OCCO2
  2.1%, -1.3, ., 32.9%, 45.7, 3.4%, 28.0*
> O=C(CC1C(=O)NCCN1Cc1ccccn1)NCCc1ccccc1F (stereo unspecified)
  ?, ?, ., 22.6%, 36.2*, -0.1%, 15.0
> COc1cc(C2/C(=C(/O)c3ccccc3)C(=O)C(=O)N2c2ccccn2)ccc1O (stereo unspecified)
  4.5%, -7.8, -1.5%, -19.2%, -16.4, -21.7%, -1.9
> Cc1cccc(C)c1NC(=O)CN(C)S(=O)(=O)c1ccc(-c2ccc(=O)[nH]n2)s1
  ?, -14.3, ., 64.0%[activator], -10.0, -11.6%, 6.8
> CCOc1cccc(OCC)c2c(C)[n+](CC3CCCO3)c(C)c1-2 (stereo unspecified)
  1.8%, ., ?, 44.7%, -28.7, ?, -5.1
> O=c1c2ccccc2[nH]c(=S)n1-c1ccc2c(c1)OCCO2
  6.2%, 30.6, -5.7%, -19.4%, 99.0*, 90.5%[activator], 44.8*
> CC(=O)Oc1cccc(N2C(=O)C3C4C=CC(C4)C3C2=O)c1 (stereo unspecified)
  -3.9%, -8.5, -0.5%, -6.2%, 4.7, 7.4%, -2.4
> O=C1c2ccccc2C(=O)c2c1cccc2-n1nnc2ccccc21
  -9.5%, -15.2, -2.8%, -12.7%, -6.4, 11.5%, -4.2
> S=C(Nc1ccc2c(c1)OCO2)Nc1ccc2c(c1)OCO2
  ?, ?, -27.2%, -3.8%, 66.3*, 1.1%[2.32 µM], 54.5*
> Cc1ccc(/C=N\NC(=O)C2CC(=O)N(c3ccccc3)C2)o1 (stereo unspecified)
  ?, 11.3, -3.6%, -20.9%, 25.3, 24.8%, 24.4*
> COc1ccc(C)c2sc(=NC(=O)c3cccc(N4C(=O)CCC4=O)c3)n(C)c12
  -1.0%, 0.0, -4.0%, 24.0%, 27.2, 0.0%, 20.2*
> CCn1c(CC(=O)Nc2ccccc2)nnc1SCC(=O)Nc1nncs1
  -14.0%, 25.4, -17.3%, -41.4%, -13.1, -8.7%, -3.1
> O=C(N=C1c2ccccc2CN1c1ccccc1)c1cccc([N+](=O)[O-])c1
  -1.9%, -1.9, -5.5%, -1.9%, 34.7, -3.2%, 18.5*
> Cc1cccc(NC(=O)Cn2c(C)c(C#N)c3ccccc32)c1C
  -7.5%, -15.4, -0.8%, -23.2%, -4.5, 21.2%, -2.9
> CCc1nc(NCCN2CCOCC2)c2oc3ccccc3c2n1
  -4.6%, 95.7, -22.4%, -1.7%, 13.3, -2.0%, -0.2
> O=C(O)c1ccc2c(c1)C(=O)N(CCc1ccccc1)C2=O
  -4.8%, -25.8, 1.8%, -15.5%, ., -5.9%, 1.8
> O=C(O)c1nn(CC(=O)N2CCN(S(=O)(=O)c3ccc(Cl)cc3)CC2)c(=O)c2ccccc12
  -6.1%, -11.5, 7.6%, -10.7%, -9.1, 0.0%, -2.2

2 entries from above, as labelled records.
Cc1cccc(NC(=O)Cn2c(C)c(C#N)c3ccccc32)c1C
  AmpC inh detg: -7.5%
  HCMV antiviral: -15.4
  Giardia FBPA inh: -0.8%
  AmpC no deterg: -23.2%
  Shiga toxin inh: -4.5
  AMA1-RON2 inh: 21.2%
  CHX counter: -2.9

S=C(Nc1ccc2c(c1)OCO2)Nc1ccc2c(c1)OCO2
  AmpC inh detg: ?
  HCMV antiviral: ?
  Giardia FBPA inh: -27.2%
  AmpC no deterg: -3.8%
  Shiga toxin inh: 66.3*
  AMA1-RON2 inh: 1.1%[2.32 µM]
  CHX counter: 54.5*

Other structures:
Values in the order – AmpC inh detg, HCMV antiviral, Giardia FBPA inh, AmpC no deterg, Shiga toxin inh, AMA1-RON2 inh, CHX counter
> Cc1ccc(NC(=O)CNc2ccccc2CN(C)C2CCCCC2)cc1
  2.7%, ?, -0.4%, 5.8%, 18.9, -10.1%, -3.0
> Cc1cc(C)n2nc(C(=O)OCC(=O)NCc3ccccc3)nc2n1
  0.3%, -16.1, ., -10.9%, ., -8.1%, .
> Cc1nc(Cl)c2c(n1)NC1=C(O2)C(=O)CCC1
  -4.1%, 67.4, -4.4%, -12.4%, 18.8, 8.3%, 20.6*
> O=C(COc1ccccc1Cl)NCc1ccccc1
  -5.1%, 68.8, 0.3%, -15.4%, 54.0*, -6.1%, 31.1*
> O=C(NCc1cccs1)C1CCCN1C(=O)Nc1ccccc1 (stereo unspecified)
  ?, 20.9, 0.3%, -16.8%, -3.9, -5.5%, -1.2
> O=S(c1ccc2ccccc2c1)c1cnns1 (stereo unspecified)
  -3.1%, -67.7*, 0.4%, -14.7%, -8.6, 15.5%, -2.0
> COc1ccc(OC)c(-c2csc(NC(=O)Cc3ccc(F)cc3)n2)c1
  6.0%, 9.9, ., -13.8%, 36.4, -16.5%, 17.0
> Nc1ncnc2c1ncn2[C@@H]1O[C@H](CNC(=O)[C@@H](N)C2CCCCC2)[C@@H](O)[C@H]1O
  ., -10.4, ., -12.6%, ., 17.8%, .
> CC(C)c1nnc(NC(=O)C2CCCN2C(=O)Nc2ccccc2[N+](=O)[O-])s1 (stereo unspecified)
  -1.8%, ?, -5.0%, 0.5%, -5.2, 9.4%, -2.3
> CCCN(CCC)CCCNC(=S)Nc1ccc2nc(N3CCN(CC)CC3)cc(C)c2c1
  4.2%, -26.1, 0.9%, 4.5%, 1.5, 9.1%, -4.1
> O=C(Cn1cnc2c(nnn2Cc2ccccc2)c1=O)N1CCCc2ccccc21
  ?, -19.0, -2.2%, -13.6%, -4.0, -7.5%, -2.5
> COc1cc(-c2nc3ccccn3c2/N=C/c2cc(OC)c(O)cc2Cl)ccc1O
  -1.8%, -7.8, ?, -24.7%, 21.7*, -4.4%, 30.0*
> NC(=O)c1ccsc1NC(=O)COc1ccccc1
  1.2%, 88.5, -4.3%, -14.5%, 85.8*, 27.3%, 42.0*
> CC(=O)c1cccc(NC(=O)Cc2coc3cc4c(cc23)CCC4)c1
  -9.1%, -32.4, 4.6%, -37.2%, 20.6, -12.0%[11.6 µM], 1.1
> O=C(O)C1CCCN1S(=O)(=O)c1cccc2nsnc12 (stereo unspecified)
  7.7%, 13.6, -0.3%, -7.2%, -6.9, -20.7%, -2.3
> Cc1nc(NC2=NCN(Cc3cccnc3)CN2)nc2c(C)cccc12
  -4.9%, ., 5.2%, -21.9%, 20.7, ., -3.4
> O=C1c2ccccc2C(=O)N1CCCCN(C(=O)c1cc2ccccc2oc1=O)c1ccc(Cl)cc1
  ?, 1.1, 1.3%, -34.2%, -7.3, -10.2%, 7.2
> O=C(O)c1ccccc1Nc1ccc([N+](=O)[O-])cc1
  0.8%, ?, 11.0%, -9.5%, 32.0, -21.9%, 26.9*
> CC(=O)N1C2CCCCC2S[C@H]2CCCCC21 (stereo partly specified)
  ?, 7.4, 3.9%, -5.9%, -2.5, 1.8%, -2.3
> N#Cc1c(NC(=O)CSc2nnc(-c3ccncc3)n2CC2CCCO2)sc2c1CCCC2 (stereo unspecified)
  ?, -80.3*, -3.7%, 155.2%[activator], -9.3, -6.7%, -5.2
> CC(=O)NC1C2CN3CCN(C2)CC1(Cc1ccccc1)C3 (stereo unspecified)
  -20.0%, -26.5, 0.5%, -22.8%, 7.7, -5.1%, -1.1
> CC(C)=CC(=O)OCC(=O)Nc1cc(C)ccc1C
  4.2%, 30.5, 1.7%, -16.6%, 22.3, -12.9%, 3.2
> O=C1CCC(C(=O)N2CCCO2)CN1Cc1cccc(C(F)(F)F)c1 (stereo unspecified)
  -2.6%, -12.5, 5.3%, 12.8%, 44.1*, -21.4%, 29.0*
> Cc1ccc(S(=O)(=O)N2CCCCC2)cc1NC(=O)c1ccc2c(c1)OCO2
  -7.3%, ?, -1.3%, -35.7%, -6.2, -0.5%[2.32 µM], -2.2
> CN(C)S(=O)(=O)c1cccc(NC(=O)COc2cccc3ccccc23)c1
  1.8%, 2.3, ., -3.1%, ., -7.7%, .
> COc1ccc(CCc2nnc(CCC(=O)NCc3cnc4ccccn34)o2)cc1
  2.5%, -39.8, 3.5%, 6.5%, 17.5, -8.5%, -1.3
> O=C(c1ccc(S(=O)(=O)NCC2CCCO2)cc1)N1CCN(c2cccc(Cl)c2)CC1 (stereo unspecified)
  -9.6%, -70.1*, 0.0%, 174.9%[activator], 13.2, -1.1%, -2.4
> COc1ccccc1NC(=O)N1CCCC1C(=O)NCc1ccc2c(c1)OCO2 (stereo unspecified)
  -3.6%, -1.2, 4.8%, -28.9%, 15.1, -4.1%, -1.0
> Cc1ccc(N2C(=O)CC(c3c[nH]c4ccccc34)C2=O)cc1 (stereo unspecified)
  -9.2%, 48.1, 4.7%, 11.4%, 19.9, -3.9%, 15.1
> Cc1ccc(S(=O)(=O)NCC(C)n2cncn2)cc1C (stereo unspecified)
  -5.2%, 45.2, 12.0%, -10.0%, 17.5, -6.3%, -7.1
> O=C(Nc1ccc(S(=O)(=O)Nc2ncccn2)cc1)C12CC3CC(CC(C3)C1)C2
  -2.3%, 67.1, ., ?, 17.2, -0.1%, 2.0
> CCCCn1c(N)c(N(CCOC)C(=O)CN(C)S(=O)(=O)c2ccc(C)cc2)c(=O)[nH]c1=O
  -13.1%, -11.7, ., -3.3%, ., -17.5%, .
> COc1ccc(-c2noc(N3CCC(C(=O)NCc4ccc(Cl)cc4)CC3)n2)cc1
  -7.6%, -38.6, 4.8%, -0.5%, 0.9, 16.7%, 0.5
> CCCCn1c(O)c(C(C)=NCCc2c[nH]c3ccccc23)c(=O)[nH]c1=O
  -2.3%, -6.2, 0.9%, -12.8%, -3.2, 2.3%, 1.6
> O=C(CN1C(=O)C2CCCCC2C1=O)Nc1cc(C(F)(F)F)ccc1N1CCCC1 (stereo unspecified)
  -9.4%, -5.4, ., 15.7%, ., -6.9%, .
> Cc1ccc(C(CC(=O)NCCCN(C)C)c2ccc(OC(C)C)cc2)cc1 (stereo unspecified)
  -2.3%, -13.7, 4.5%, 119.5%[activator], 21.6, 5.0%, -3.9
> CCOc1ccccc1NC(=O)COC(=O)Cc1cccs1
  -7.0%, -11.9, -5.7%, -19.0%, 9.8, -9.6%, 7.2
> CC1CN(C(=O)COc2ccc3ccccc3c2Br)CC(C)O1 (stereo unspecified)
  -5.1%, -6.0, ., 149.1%[activator], 8.7, -4.4%, 15.4

Random draw from the library; any-hit rate near 16%.
